High-throughput results (PubChem)
SIRT5 inh: SIRT5 desuccinylase inhibitors, primary screen, biochemical, fluorescence imaging, single point, set 5. inhibition, % at 15 µM. Purified SirT5, succinyl-peptide AMC, trypsin-coupled fluorescence. 330,000 tested, 1.1% active; in the data active means inhibition above about 15%
Target sequence (Q9NXA8 whole entry, looked up): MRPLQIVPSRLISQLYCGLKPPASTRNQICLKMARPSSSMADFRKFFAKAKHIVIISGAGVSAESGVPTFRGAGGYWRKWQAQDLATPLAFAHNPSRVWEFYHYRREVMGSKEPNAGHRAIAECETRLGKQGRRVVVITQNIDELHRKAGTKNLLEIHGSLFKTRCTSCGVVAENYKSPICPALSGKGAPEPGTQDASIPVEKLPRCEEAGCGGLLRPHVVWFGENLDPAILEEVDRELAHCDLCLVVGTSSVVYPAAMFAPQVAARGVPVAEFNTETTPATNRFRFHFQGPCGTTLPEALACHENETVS
CASP6 VEID inh: human caspase-6 inhibitors, primary screen, biochemical, VEID-R110 fluorescence, single point, set 2; P55212; purified caspase-6, Z-VEID-R110 cleavage fluorescence; inhibition, % at 12.5 µM; 350,000 tested, 0.53% active; AID 686996, 2013;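 active means mean inhibition across replicates at least about 35%, with every replicate also reaching that limit, limit read from the data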;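 further: 0% = median of neutral control wells and 100% = no fluorescence left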
Target sequence (P55212 24-179 limits assumed): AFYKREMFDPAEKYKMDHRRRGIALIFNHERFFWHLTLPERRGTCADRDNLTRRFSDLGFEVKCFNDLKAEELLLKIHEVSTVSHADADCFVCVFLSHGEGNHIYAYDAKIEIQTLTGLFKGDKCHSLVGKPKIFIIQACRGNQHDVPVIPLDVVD
Target sequence (P55212 194-293 limits assumed): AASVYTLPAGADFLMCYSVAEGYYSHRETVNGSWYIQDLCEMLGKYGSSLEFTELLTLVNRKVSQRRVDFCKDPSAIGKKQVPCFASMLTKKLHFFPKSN
FN deposit inh: inhibitors of fibronectin matrix deposition, primary screen, AH1F cells, Alexa488-fibronectin fluorescence, plate reader; inhibition, % at 12.6 µM; AID 743247, 2014; AH1F fibroblasts, overnight; 350,000 tested, 0.086% active;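 active means mean inhibition across replicates of 30% or more, regardless of how many single replicates reach that level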;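 further: positive control wells lacked labelled fibronectin entirely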
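Schedule: 1 h cell adhesion before compound, then overnight fibronectin incubation; test system: AH1F fibroblast monolayer depositing Alexa488-labelled fibronectin into matrix; quantity: 10000 AH1F cells per well; probe or stimulus: fluorescent fibronectin at 24 nM final; signal: fluorescence, ex 485 nm, em 525 nm; evaluation: percent inhibition as loss of matrix-bound fibronectin fluorescence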
C2C12 statin: suppressors of statin myotoxicity in C2C12 myotubes, primary screen, cell-based, single point, plate reader | C2C12 myotubes + simvastatin, ATP luminescence, 48 h; scaled: DMSO 0, geranylgeraniol control 100 | 330,000 tested, 0.78% active | rescue of ATP level, % at 7.49 µM;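 active means mean ATP rescue above about 67%, or every replicate alone reaching that limit, limit read from the data, passing the limit was not always enough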;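 further: myotubes were challenged with 10 µM simvastatin during compound exposure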
S100A4 MyoIIA: inhibitors of S100A4-myosin IIA peptide binding, primary screen, biochemical, fluorescence polarization, TAMRA-MyoIIA peptide. inhibition, % at 10.7 µM. 360,000 tested, 0.14% active;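 active means mean inhibition of at least 70% across replicates, with every replicate also reaching that level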
Target sequence (P26447 whole entry, looked up): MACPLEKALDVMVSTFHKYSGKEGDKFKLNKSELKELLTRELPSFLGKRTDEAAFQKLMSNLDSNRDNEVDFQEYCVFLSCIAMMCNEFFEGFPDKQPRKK
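Test system – S100A4 monomer (human) · Compound – single-point compound testing · Schedule – 5 min incubation before reading · Probe or stimulus – TAMRA-labelled myosin IIA heavy-chain peptide probe, 5 nM · Benchmarks – neutral control DMSO, positive control TFP · Medium – Calcium-containing HEPES buffer, pH 7.2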
LGR2 inh: inhibitors of bursicon-induced LGR2 CRE-luciferase signal, primary screen, cell-based, HEK293, CRE-luciferase reporter, bursicon stimulation; Drosophila bursicon receptor LGR2 (rickets); bursicon-stimulated, 4 h; inhibition, % at 9.99 µM; 380,000 tested, 0.35% active; AID 720647, 2013;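 active means drop in luminescence signal, shown as inhibition above about 50% in the replicate tests, limit read from the data, passing the limit was not always enough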;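 further: agonist challenge used bursicon conditioned medium at about half maximal strength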
esBAF inh: Bmi1 luciferase reporter increase in mESCs, primary screen, esBAF inhibitor project, mouse ES cells, Bmi1 luciferase knock-in, single point; 24 h; 100% = twice the neutral-well signal; reporter increase, % at 12.5 µM; 350,000 tested, 2% active; in the data active means activation above about 40%;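 further: 0% = median of the plate's neutral control wells and 100% = double that signal; a rise in the Bmi1 reporter signal indicates esBAF inhibition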
Starred values were filed as active, the others as inactive; nt = no result given. This is a subset; rates above refer to the full screens.

Values run as follows: SIRT5 inh	CASP6 VEID inh	FN deposit inh	C2C12 statin	S100A4 MyoIIA	LGR2 inh	esBAF inh
CN(C)C(=O)c1cccc(-c2ccc([C@@H]3[C@H](CO)N4CCCCN(CC5CCOCC5)C[C@@H]34)cc2)c1
 : nt	1	2	15	-1	16	0
CC1(Cc2cccc(C(F)(F)F)c2)C(=O)Nc2c(Cl)ccc(Cl)c21 (configuration not stated)
 : nt	-2	-11	-2	0	10	-10
Cc1ccc(S(=O)(=O)N[C@@H]2CC[C@@H](CCNC(=O)Nc3ccc(Cl)cc3)O[C@@H]2CO)cc1
 : 4	0	nt	-10	0	-7	2
O=C(Cc1ccc(Br)cc1)Nc1ccc(Cl)cc1
 : -3	-1	7	nt	0	13	nt
CCCN1C(=O)/C(=C2/C=Cc3ccccc3N2CC)SC1=S
 : 2	-3	10	-27	5	14	-8
CSc1nsc(N/N=C/c2ccc3c(c2)OCO3)c1C#N
 : 3	4	-8	nt	-1	-58	nt
CN1CCN(C(=O)C2CCCN(S(=O)(=O)c3ccc(F)cc3)C2)CC1 (configuration not stated)
 : -3	-1	-5	nt	2	2	nt
S=C(Nc1ccccc1)N1CCN(C(=S)Nc2ccccc2)CC1
 : -2	-1	4	nt	-2	12	nt
CCOC(=O)C1=NN(C(=O)c2ccc(C)cc2)C(O)(c2ccc(Cl)cc2)C1 (configuration not stated)
 : nt	nt	6	19	nt	nt	1
CN(C(=O)COC(=O)c1ccccc1OCc1ccc(F)cc1)C1CCS(=O)(=O)C1 (configuration not stated)
 : -3	-147	7	26	22	0	-13
O=C(Nc1nc2ccc(F)cc2s1)c1cccc(S(=O)(=O)N2CCc3ccccc32)c1
 : 2	-4	-2	-17	-2	3	20
NC(=O)c1ccsc1NC(=O)COC(=O)Cc1ccccc1[N+](=O)[O-]
 : nt	2	-5	18	1	-3	7
CCc1c(C(=O)Nc2ccccc2C(N)=O)csc1C
 : 2	-4	7	nt	12	-16	nt
CCCCCCCCN1C(=O)[C@H](CC(=O)N2CCCC2)C[C@@]2(C(=O)OC)CCCCC=C12
 : 1	8	11	nt	-1	nt	nt
N#Cc1ccc(OC(=O)c2cnccn2)cc1
 : -5	1	0	-4	-1	8	2
O=C(C[C@@H]1C[C@H]2c3cc(NC(=O)CC4CC4)ccc3O[C@H]2[C@H](CO)O1)NCc1ccc(Cl)cc1
 : 4	1	-25	0	-7	-21	3
N#Cc1ccc(N2CCc3ccccc3C2)c([N+](=O)[O-])c1
 : nt	nt	4	2	nt	-6	4
Cc1ccccc1S(=O)(=O)N1[C@H](CO)[C@@H](c2ccc(C#CC3CCCCC3)cc2)[C@@H]1C#N
 : -2	-1	-13	16	-6	18	2
CCCN1CCN(C(=O)C2CCCN(c3ncnc4c3nc3n4CCCCC3)C2)CC1 (configuration not stated)
 : 0	-1	26	19	1	8	-4
Nn1cc(-c2ccccc2)nc1SCC(=O)N1CCN(S(=O)(=O)c2ccccc2)CC1
 : nt	nt	1	2	nt	nt	-6
C[C@@H]1CCCCO[C@H](CN(C)C(=O)c2ccccc2)[C@@H](C)CN([C@H](C)CO)C(=O)c2cc(NC(=O)CCC(F)(F)F)ccc2O1
 : -1	0	-2	nt	8	15	-1
CC1CCCN(C(=O)Cc2cn(Cc3cccc(Cl)c3)c3ccccc23)C1 (configuration not stated)
 : -2	-2	-9	nt	1	19	nt
C[C@@H]1CN([C@H](C)CO)C(=O)Cc2cc(NS(=O)(=O)c3ccccc3)ccc2O[C@H]1CN(C)Cc1ccc(Cl)c(Cl)c1
 : 18*	-4	5	58	-8	-5	1
CCN(CC(=O)NCc1cccs1)c1nnnn1-c1ccccc1
 : nt	nt	1	5	nt	nt	-6
CCC(NC(=O)Cc1c(C)c2c(cc(C)c3c(C)c(C)oc32)oc1=O)C(=O)O (configuration not stated)
 : -4	11	-1	-6	3	-15	-15
O=C(c1ccccc1)N1[C@@H](CO)[C@@H](c2ccccc2)C12CN(Cc1nccs1)C2
 : 6	2	-4	nt	-2	2	nt
O=C(Nc1ccccc1)c1cc(S(=O)(=O)Nc2cccnc2)ccc1Cl
 : -1	4	6	-4	-1	1	1
CSc1ccc(CN(C)C(=O)c2cc(S(=O)(=O)NCc3ccccc3)ccc2C)cc1
 : -4	3	-5	10	7	-1	-5
C[C@H]1CN([C@@H](C)CO)C(=O)c2cc(NC(=O)C3CCCCC3)ccc2O[C@H]1CN(C)S(=O)(=O)c1ccc(Cl)cc1
 : 3	-1	nt	40	-4	nt	-5
CCN(c1ccccc1)S(=O)(=O)c1ccc(Cl)c(C(=O)O)c1
 : -2	-4	-5	-10	-2	-115	-5
Cc1ccccc1C(=O)OCC(=O)N(C)c1ccccc1
 : -9	-2	1	13	-8	1	5
CC(C)(C)NC(=O)c1cccc(NC(=O)c2ccc(NC(=O)c3ccco3)cc2)c1
 : nt	nt	nt	2	nt	0	-1
O=C(Nc1cc(F)ccc1F)N1C[C@H]2[C@@H](c3ccccc31)[C@@H](CO)N2Cc1cccnc1
 : 0	-3	nt	4	-4	0	-1
C=C(C)C1CC=C(C)/C(=N/NC(=O)c2ccc(NC(=O)CC)cc2)C1 (configuration not stated)
 : 0	0	nt	119*	-2	2	-1
Cc1cccn2cc(-c3cccc(S(=O)(=O)N4CC(C)OC(C)C4)c3)nc12 (configuration not stated)
 : -3	1	6	-7	0	-6	-4
CCOC(=O)C1=C(C)OC(N)=C(C#N)C1c1cccc(C)c1 (configuration not stated)
 : -3	-2	0	-1	-4	20	-1
CCOC(=O)CSC1=C(C#N)C(c2ccc(C)s2)CC(=O)N1 (configuration not stated)
 : -4	0	nt	3	9	-12	-9
N#CCCN1CCN(S(=O)(=O)c2ccc3c(c2)CCC3)CC1
 : 1	-2	5	1	-4	5	1
CCCC(=O)Nc1ccc2c(c1)C(=O)N(C)[C@H]1CC[C@@H](CC(=O)NCCOC)O[C@H]1CO2
 : nt	nt	-5	-10	nt	0	1
Cc1ccc(CNC(=O)Cn2cnc3c(NC(=O)OCc4ccccc4)ncnc32)o1
 : nt	1	3	3	3	-1	-4
O=C(Nc1ccccc1F)N[C@@H]1CC[C@@H](CCNS(=O)(=O)c2ccccc2)O[C@H]1CO
 : 1	-5	nt	-8	0	16	2
C[C@H]1CN([C@@H](C)CO)C(=O)c2cc(NC(=O)CCCCCC(=O)Nc3ccccc3N)ccc2O[C@@H]1CN(C)C(=O)Nc1cccc2ccccc12
 : nt	-2	nt	nt	0	4	nt
COc1ccc(OCC(O)CNCCNc2nccc(C(F)(F)F)n2)cc1 (configuration not stated)
 : -1	-2	-2	3	-2	7	-13
Nc1[nH]c(C(=O)c2ccccc2)c(-c2ccc(Cl)c(F)c2)c1C(=O)NCCc1c[nH]c2ccccc12
 : 39*	-3	-6	nt	-15	-34	nt
CCCC(C)C(=O)Nc1ccc(Cl)cn1 (configuration not stated)
 : nt	nt	-8	1	nt	nt	11

15 compounds already listed, arranged by formula weight, low to high:
Values run as follows: SIRT5 inh	CASP6 VEID inh	FN deposit inh	C2C12 statin	S100A4 MyoIIA	LGR2 inh	esBAF inh
N#Cc1ccc(OC(=O)c2cnccn2)cc1
 : -5	1	0	-4	-1	8	2
N#Cc1ccc(N2CCc3ccccc3C2)c([N+](=O)[O-])c1
 : nt	nt	4	2	nt	-6	4
CCOC(=O)C1=C(C)OC(N)=C(C#N)C1c1cccc(C)c1 (configuration not stated)
 : -3	-2	0	-1	-4	20	-1
N#CCCN1CCN(S(=O)(=O)c2ccc3c(c2)CCC3)CC1
 : 1	-2	5	1	-4	5	1
CCCN1C(=O)/C(=C2/C=Cc3ccccc3N2CC)SC1=S
 : 2	-3	10	-27	5	14	-8
CCOC(=O)CSC1=C(C#N)C(c2ccc(C)s2)CC(=O)N1 (configuration not stated)
 : -4	0	nt	3	9	-12	-9
CCN(c1ccccc1)S(=O)(=O)c1ccc(Cl)c(C(=O)O)c1
 : -2	-4	-5	-10	-2	-115	-5
CCN(CC(=O)NCc1cccs1)c1nnnn1-c1ccccc1
 : nt	nt	1	5	nt	nt	-6
O=C(c1ccccc1)N1[C@@H](CO)[C@@H](c2ccccc2)C12CN(Cc1nccs1)C2
 : 6	2	-4	nt	-2	2	nt
CCCN1CCN(C(=O)C2CCCN(c3ncnc4c3nc3n4CCCCC3)C2)CC1 (configuration not stated)
 : 0	-1	26	19	1	8	-4
O=C(Nc1cc(F)ccc1F)N1C[C@H]2[C@@H](c3ccccc31)[C@@H](CO)N2Cc1cccnc1
 : 0	-3	nt	4	-4	0	-1
O=C(Nc1ccccc1F)N[C@@H]1CC[C@@H](CCNS(=O)(=O)c2ccccc2)O[C@H]1CO
 : 1	-5	nt	-8	0	16	2
Nn1cc(-c2ccccc2)nc1SCC(=O)N1CCN(S(=O)(=O)c2ccccc2)CC1
 : nt	nt	1	2	nt	nt	-6
Cc1ccc(S(=O)(=O)N[C@@H]2CC[C@@H](CCNC(=O)Nc3ccc(Cl)cc3)O[C@@H]2CO)cc1
 : 4	0	nt	-10	0	-7	2
C[C@H]1CN([C@@H](C)CO)C(=O)c2cc(NC(=O)C3CCCCC3)ccc2O[C@H]1CN(C)S(=O)(=O)c1ccc(Cl)cc1
 : 3	-1	nt	40	-4	nt	-5

Other entries.
Values run as follows: SIRT5 inh	CASP6 VEID inh	FN deposit inh	C2C12 statin	S100A4 MyoIIA	LGR2 inh	esBAF inh
COc1ccc(Nc2cc(C)nc(N3CCOCC3)n2)cc1
 : nt	nt	12	-9	nt	nt	2
CN(C)CC(=O)N1CCCCN2[C@H](C1)[C@H](c1ccc(-c3cccnc3)cc1)[C@@H]2CO
 : 1	1	nt	nt	0	-2	nt
C[C@]12c3[nH]c4ccc(Cl)cc4c3CCN1C(=O)[C@@H](CC(=O)NCCN1CCOCC1)C[C@@H]2C(=O)N1CCOCC1
 : -5	-3	-5	3	4	11	-10
CO/N=C(\N)c1nonc1N
 : -2	2	4	nt	-8	-10	nt
N=c1n(CCO)c2ccccc2n1CCOc1ccc(Cl)cc1Cl
 : -4	-6	9	-35	-3	16	-6
COc1cc(C(=O)O)ccc1OCc1ccncc1
 : 6	1	8	-3	-5	3	-3
COc1ccc(C(=O)N2CCN(c3ccccc3)CC2)cc1S(=O)(=O)N1CCOCC1
 : -2	2	-1	-6	-1	3	6
O=C(CSc1nc2ccccc2c(=O)n1-c1ccccc1F)NC1CC1
 : 0	0	-11	8	5	-1	-5
CC(C)NC(=O)Nc1ccc2c(c1)C(=O)N([C@H](C)CO)C[C@H](C)[C@@H](CN(C)Cc1ccc(C(=O)O)cc1)O2
 : -1	0	nt	0	0	-3	-3
